S100A4 inh HTS – inhibitors of human S100A4 binding to myosin IIA peptide; S100A4/TAMRA-MyoIIA peptide fluorescence polarization; P26447; AID 652163; hit rate 0.14% among 360,000; inhibition, % at 10.7 µM;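 active = mean inhibition of at least 70% across replicates, with every replicate also reaching that level; inconclusive = mean inhibition reaches 70% but some replicates fall short; inactive = mean inhibition below 70%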
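Material: human S100A4 monomer with TAMRA-labelled myosin IIA peptide; buffer or medium: HEPES pH 7.2 with CaCl2, KCl, NaCl, DTT, Triton; compound dosing: one concentration per compound; schedule: 5 min incubation before reading; benchmarks: neutral control DMSO, positive control TFP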
RAD54 branch – blocks human RAD54 Holliday junction branch migration | FAM/BHQ fluorescence | inhibition, % at 10.4 µM | hit rate 0.14% among 360,000 | AID 602329;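 active = mean normalized replicate activity at least 40 and at least half of replicates scoring 40 or more; inconclusive = only one of the two criteria met; inactive = mean below 40 and under half of replicates reaching 40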;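 also: 0% = median of neutral control wells and 100% = median of positive control wells; inhibitors cause a drop in the FAM fluorescence signal; in these data hits start at about 50%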
esBAF inh – inhibitors of esBAF chromatin remodeling in mouse ES cells | reporter increase, % at 12.5 µM | AID 602393 | Bmi1-luciferase knock-in reporter, 24 h; 100% = twice the neutral-well signal | hit rate 2% among 350,000; in the data active = activation above about 40%; inconclusive = no clear call, values can overlap the other calls;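 also: 0% = median of the plate's neutral control wells and 100% = double that signal; a rise in the Bmi1 reporter signal indicates esBAF inhibition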
ERp5 block – inhibitors of human ERp5; inhibition, % at 9.99 µM; Q15084; hit rate 0.05% among 350,000; ERp5 insulin aggregation, absorbance 650 nm, 90 min;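 active = mean replicate inhibition above about 25%, with every replicate also reaching it, limit read from the data, passing the limit was not always enough; inconclusive = only one of those two criteria met; inactive = neither criterion met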
RAD52 inh – RAD52 (human) annealing inhibition; P43351; recombinant RAD52 DNA annealing, FRET fluorescence; inhibition, % at 18.7 µM; hit rate 0.46% among 360,000; AID 651710;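 active = every replicate showing at least 50% inhibition; inconclusive = mean inhibition at least 50% but not in every replicate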
Target sequence (P43351 whole entry, looked up): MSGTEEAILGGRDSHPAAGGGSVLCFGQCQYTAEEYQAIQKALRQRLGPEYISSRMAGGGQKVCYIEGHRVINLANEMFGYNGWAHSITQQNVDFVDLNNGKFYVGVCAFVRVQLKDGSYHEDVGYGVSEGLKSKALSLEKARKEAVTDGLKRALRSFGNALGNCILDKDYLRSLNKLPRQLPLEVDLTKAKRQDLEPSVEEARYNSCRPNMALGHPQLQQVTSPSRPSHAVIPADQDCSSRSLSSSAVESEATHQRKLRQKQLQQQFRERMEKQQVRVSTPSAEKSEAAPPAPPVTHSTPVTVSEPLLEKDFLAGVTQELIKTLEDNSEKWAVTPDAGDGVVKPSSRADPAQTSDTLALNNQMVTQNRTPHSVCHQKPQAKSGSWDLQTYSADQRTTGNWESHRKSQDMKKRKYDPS
ERAP1 inh – ERAP1 (human) enzyme inhibition | recombinant ERAP1, Leu-AMC fluorescence, 60 min | inhibition, % at 10.7 µM | hit rate 0.15% among 340,000 | Q9NZ08 | AID 652197;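 active = mean replicate inhibition of at least 30%, or all replicates individually reaching that 30% level; inactive = mean below 30% and not every replicate reaching it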;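 also: 0% = neutral control wells and 100% = L-leucinethiol positive control wells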
XiGFP reactiv – X-chromosome reactivation activator | XiGFP mouse fibroblasts, % GFP-positive cells imaging, 3 d; cells co-treated with 5-aza-dC sensitizer; scaled so ellipticine positive control = 100% | hit rate 0.055% among 360,000 | activation, % at 7.58 µM | AID 743238;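 active = mean normalized replicate activation at least 10% and every replicate at or above 10%; inconclusive = only one of the two criteria met; inactive = mean below 10% and not all replicates reach 10%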;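 also: 0% = median of on-plate neutral control wells and 100% = ellipticine 6 µM median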
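Material: XiGFP fibroblasts, SV40-immortalized; Buffer or medium: DMEM containing 5-aza-dC; Compound dosing: single point; Times: 3 days compound exposure.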
E-sel inducer – E-selectin induction on HUVECs. P16581. hit rate 0.37% among 260,000. activation, % at 7.58 µM. AID 686992. HUVEC E-selectin immunofluorescence imaging; normalized: neutral wells 0, TNF-alpha wells 100;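 active = mean E-selectin-positive cell signal at least 10% of the positive control, reached in at least 60% of replicates, without over 20% cell loss; inconclusive = no rule given, readout overlaps actives, possibly toxicity-flagged; inactive = the rest, including those meeting only one limit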;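 also: in these data hits start at about 27%; measured in HUVEC primary endothelial cells; signal is the percent of cells scored E-selectin positive by PE staining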
Target sequence (P16581 whole entry, looked up): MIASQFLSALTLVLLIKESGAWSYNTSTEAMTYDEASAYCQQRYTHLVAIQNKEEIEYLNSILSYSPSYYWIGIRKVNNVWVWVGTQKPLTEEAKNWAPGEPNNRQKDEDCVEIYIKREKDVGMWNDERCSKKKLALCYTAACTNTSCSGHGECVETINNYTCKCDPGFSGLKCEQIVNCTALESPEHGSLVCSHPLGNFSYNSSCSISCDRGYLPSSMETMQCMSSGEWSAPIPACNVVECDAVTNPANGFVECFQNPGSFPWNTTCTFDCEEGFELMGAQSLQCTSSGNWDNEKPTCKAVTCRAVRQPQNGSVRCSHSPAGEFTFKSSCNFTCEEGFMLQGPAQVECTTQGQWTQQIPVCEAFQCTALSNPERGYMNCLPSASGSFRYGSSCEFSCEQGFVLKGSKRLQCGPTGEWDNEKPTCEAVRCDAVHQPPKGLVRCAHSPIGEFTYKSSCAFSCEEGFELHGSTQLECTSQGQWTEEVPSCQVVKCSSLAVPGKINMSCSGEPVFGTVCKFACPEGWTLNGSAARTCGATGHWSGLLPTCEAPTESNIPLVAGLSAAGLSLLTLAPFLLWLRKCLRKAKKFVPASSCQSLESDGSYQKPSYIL
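Assay system: HUVEC primary endothelial cells. Input: 3,000 HUVEC seeded per well. Doses: one compound dose added by pin transfer. Read-out basis: % PE-positive cells. Benchmarks: TNF-alpha high, DMSO low. Detection: immunofluorescence imaging. Buffer or medium: EGM-2, gelatin.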
* = called active by the depositor; ? = inconclusive; . = no result given.

SMILES	S100A4 inh HTS	RAD54 branch	esBAF inh	ERp5 block	RAD52 inh	ERAP1 inh	XiGFP reactiv	E-sel inducer
COc1ccc(CN(C)C[C@H]2Oc3c(NC(=O)Nc4cccc5ccccc45)cccc3C(=O)N([C@H](C)CO)C[C@H]2C)cc1	0	-6	4	-2	0	2	0.2	0.1
Cc1[nH]c(=O)[nH]c(=O)c1NC(=O)c1ccccc1[N+](=O)[O-]	-4	.	.	6	-15	0	0.1	-0.1
O=C(NCC1COc2ccccc2O1)c1cccc(S(=O)(=O)N2CCOCC2)c1 (stereo unspecified)	2	6	1	-2	-9	1	0.0	.
CC(=O)Nc1nc(=O)c2ccccc2s1	1	-1	6	0	-18	33*	.	.
COCC#Cc1ccc([C@@H]2[C@@H](C#N)N(C(=O)Cc3ccccc3)[C@@H]2CO)cc1	-15	2	5	4	-14	-1	0.1	-0.2
C[C@H]1CN([C@@H](C)CO)C(=O)Cc2cc(NC(=O)Nc3ccc(F)cc3)ccc2O[C@H]1CN(C)Cc1ccc(-c2ccccc2)cc1	-3	-2	-2	6	5	0	-0.3	0.8
CC(=O)NCCNc1nc2cc(-c3ccc(Cl)cc3C)sc2c(=O)n1C	-3	9	0	8	-4	3	0.0	0.1
O=C(O)[C@H](Cc1ccccc1)NC(=O)N1CCCCCC1	2	-1	-5	4	-18	0	0.0	-0.2
CCOc1ccc(CC(=O)Nc2c3c(nn2C(C)(C)C)CS(=O)(=O)C3)cc1	1	6	-1	-11	-3	4	0.3	0.0
CCCn1c(SCc2nc(-c3cccs3)no2)nnc1-c1ccncc1	18	3	-3	-12	-11	-6	.	.
CN(c1ccccc1)S(=O)(=O)c1ccc(Cl)c(C(=O)NCCc2c[nH]c3ccccc23)c1	-4	.	.	0	-3	-1	0.1	.
O=C(c1ccc(F)cc1)N1CCC(C(=O)N2CCCc3ccccc32)CC1	1	-3	-1	4	-67	-4	0.0	-0.1
CCCC(C(=O)NCC1CCCO1)N(Cc1ccccc1)C(=O)CNS(=O)(=O)c1ccccc1 (stereo unspecified)	-3	1	-4	-10	-9	-1	0.1	.
CCOC(=O)CN1C(=O)N[C@@H](CCc2ccccc2)[C@H](C(C)=O)[C@H]1C	-1	6	-5	3	-15	-2	0.5	0.3
CC(O)[C@H]1CN=C(N)N1CCCCC1CCCCC1 (stereo partly specified)	-5	2	-6	7	-7	5	0.1	0.2
O=C(OCC(=O)c1ccc[nH]1)c1ccc2ccccc2n1	-3	.	.	-3	-6	7	-1.2	.
CC(C)c1ccccc1OCCNC(=O)c1cccnc1	-3	.	0	1	-22	8	0.1	-1.8
O=C(CSc1nnnn1C1CC1)N1CCN(c2ccccc2F)CC1	3	-11	-2	2	10	-4	0.0	-0.1
CC(=O)Nc1cc(-c2cccc(F)c2)cn2c(-c3ccc(F)cc3)cnc12	4	-4	-8	4	-17	0	0.1	0.1
N#CCCN(C(=O)COC(=O)c1ccc(S(=O)(=O)N2CCCCCC2)cc1)c1ccccc1	-3	2	-4	0	-10	0	0.1	-2.5
O=C(O)CCc1nc2cc3ccccc3cc2[nH]1	7	.	.	-4	2	3	0.0	.
CCS(=O)(=O)Nc1ccc2c(c1)C(=O)N(C)[C@H]1CC[C@H](CC(=O)N3CCCCC3)O[C@@H]1CO2	-23	7	1	0	-7	2	-0.1	0.5
C[C@H](CO)N1C[C@H](C)[C@@H](CN(C)S(=O)(=O)c2cccs2)Oc2ccc(NC(=O)Nc3ccc(C(F)(F)F)cc3)cc2CC1=O	-9	1	-14	7	13	-1	0.0	4.7
CC12CCC(=O)N1C(C(=O)NCCN1C(=O)S/C(=C\c3ccc(OC(F)F)cc3)C1=O)CS2 (stereo unspecified)	-3	-6	3	-4	-4	0	0.1	2.0
O=C1COc2ccc(C(=O)CSc3nnc(NCc4ccccc4)s3)cc2N1	1	.	.	8	-45	0	0.0	-0.1
COC(=O)c1ccccc1N1CCS(=O)(=O)CC1	-11	.	.	3	-12	-2	-0.1	0.0
CC(Sc1nc2c(c(=O)[nH]1)CCCC2)C(=O)Nc1ccc(S(N)(=O)=O)cc1 (stereo unspecified)	-10	-7	-9	2	2	-11	-0.1	0.6
Cc1cc(C)cc(NC(=O)Nn2cnnc2)c1	54	-9	2	2	-8	-3	0.3	0.2
Cn1c(=O)[nH]c(=O)c2c1nc(CN1CCOCC1)n2CCCc1ccccc1	-2	7	1	-16	-8	6	0.0	0.0
O=C(NC1Cc2ccccc2C1)[C@@H]1[C@@H](CO)[C@@H]2Cn3c(cccc3=O)[C@@H]2N1C(=O)c1ccccn1	-1	2	-2	-1	-6	-2	0.0	-0.3
CCc1nnc(NC(=O)c2cccc(S(=O)(=O)N3CCN(C(C)=O)CC3)c2)s1	1	-5	4	0	-8	3	-0.1	0.6
CN(c1cc2c(c3c1ccn3C)C1CCC2C1)C1CCCCC1 (stereo unspecified)	-4	2	-2	1	9	6	0.2	-0.1
Cc1noc(C)c1NC(=O)N(C)C[C@H]1Oc2ccc(NC(=O)Cc3ccccc3)cc2CC(=O)N([C@@H](C)CO)C[C@@H]1C	8	-8	0	-4	77*	10	0.1	0.0
COCC(=O)N1CCCCN2[C@H](C1)[C@H](c1ccc(-c3ccccc3)cc1)[C@@H]2CO	-7	-2	.	-2	-6	4	-0.1	0.1
COCCN(C(=O)COC(=O)CCc1nc2ccccc2s1)c1c(N)n(Cc2ccccc2)c(=O)[nH]c1=O	0	-2	.	5	-16	1	-0.2	0.0
COc1ccc(CN2[C@@H]3CN(C(=O)Nc4ccc(F)cc4)c4ccccc4[C@@H]3[C@@H]2CO)cc1	-4	0	7	-5	-7	-3	0.5	0.0

Copied from the list:
`Cc1cc(C)cc(NC(=O)Nn2cnnc2)c1` | ERp5 block: 2
`COCCN(C(=O)COC(=O)CCc1nc2ccccc2s1)c1c(N)n(Cc2ccccc2)c(=O)[nH]c1=O` | S100A4 inh HTS: 0
`CC(Sc1nc2c(c(=O)[nH]1)CCCC2)C(=O)Nc1ccc(S(N)(=O)=O)cc1` (stereo unspecified) | S100A4 inh HTS: -10

Further structures
SMILES	S100A4 inh HTS	RAD54 branch	esBAF inh	ERp5 block	RAD52 inh	ERAP1 inh	XiGFP reactiv	E-sel inducer
O=C(NCC(c1ccco1)N1CCc2ccccc2C1)c1ccc(Br)cc1 (stereo unspecified)	-4	.	.	9	-32	-2	0.1	1.9
CCCOCc1ccc(O)c2ncccc12	1	-17	-4	1	-3	0	-0.1	0.0
COc1ccc(NC(=O)CSc2nc3c([nH]c4ccccc43)c(=O)n2C)c(OC)c1	-4	-11	-1	-3	-6	-2	0.0	-0.1
COC(=O)Nc1ncc(CN2CCc3ccccc3C2)s1	-3	-3	-4	1	-10	1	.	.
COc1ccc(C(=O)Nc2cc(OC)c(Cl)cc2OC)cc1	-2	.	.	?	-7	1	0.0	.
Cc1ccc(S(=O)(=O)Nc2ccc3c(c2)CC(=O)N([C@@H](C)CO)C[C@H](C)[C@H](CN(C)S(C)(=O)=O)O3)cc1	-23	-1	-4	-5	8	2	0.1	-0.2
COc1ccc(NC(=O)c2cc(C3CCCCN3C(=O)OCC(C)C)on2)c(C)c1 (stereo unspecified)	-2	18	-3	-2	0	2	0.0	0.0
C[C@H]1CN([C@@H](C)CO)C(=O)c2cc(-c3ccccc3F)cnc2O[C@@H]1CN(C)C(=O)C1CCOCC1	-2	-6	3	2	3	1	0.2	0.0
CCCOC(=O)C1C2C=CC3(CN(c4cccc(Cl)c4)C(=O)C13)O2 (stereo unspecified)	3	-3	4	0	-15	1	0.2	.
Cc1cc(C)cc(Cn2c(C)c(C(=O)N(C)Cc3ccc(F)cc3)sc2=O)c1	-8	12	4	-2	-25	.	0.1	.
O=C(NC[C@@H]1[C@H](c2ccccc2)[C@H](CO)N1C(=O)Cc1cccnc1)C1CCC1	.	2	10	.	.	.	0.2	0.0
COc1ccc(OCC(=O)NC(=S)N2CCCc3ccccc32)cc1	1	.	.	0	-19	0	.	.
C[C@H](CO)N1C[C@H](C)[C@@H](CN(C)Cc2ccccc2)Oc2ncc(C#CC3(O)CCCC3)cc2C1=O	7	0	4	18	1	1	0.0	-0.2
O=C(CN1CCCCCC1)Nc1ccccc1OC(F)F	5	5	-1	4	-6	-4	0.4	24
Cc1cc2cc(C)c3nnc(SCC(=O)N4CCN(C(=O)c5ccco5)CC4)n3c2cc1C	0	.	.	-5	-9	2	.	.
O=C(c1ccc(Br)cc1)c1cn[nH]c1-c1ccccc1O	-1	.	10	-6	-4	3	0.1	.
CCC(Sc1nncn1C)C(=O)Nc1cc(C)on1 (stereo unspecified)	4	.	.	2	-3	-4	0.0	.
CCC(=O)NC[C@H]1[C@H](c2ccccc2)[C@@H](CO)N1C(=O)C1CCC1	1	-3	-1	0	2	-2	0.1	-0.2
CN(C)C(=O)CSc1n[nH]c(=O)[nH]c1=O	0	.	.	-2	-12	7	0.1	.
O=C(C1CC1)N1CCc2cc(S(=O)(=O)N3CCN(c4ccccc4)CC3)ccc21	1	1	-7	1	-11	2	0.0	0.7
CC12CCC(=O)C=C1CCC1C2CCC2(C)C1CC1C3C(=O)N(Cc4ccccc4)C(=O)C3CC(=O)C12 (stereo unspecified)	4	0	-5	7	-10	1	-0.1	-0.2
CC1CCCC(C)N1C(=O)C1CCCCC1 (stereo unspecified)	1	7	3	1	-5	2	0.0	.
Cc1nn(C)c(C)c1N=Cc1c(O)ccc2ccccc12	7	-9	7	-5	-37	0	.	.
CCOc1c(Cl)cc(/C=C/C(=O)N(CC)CC(=O)Nc2ccc(NC(C)=O)cc2)cc1OC	-4	-2	-1	-1	-32	5	0.0	0.4
CC(C)c1ccc(/C=N/n2c(COc3ccccc3)n[nH]c2=S)cc1	-2	-5	1	-2	-20	-2	0.0	-0.1
O=C(c1ccc(F)cc1)N(Cc1cccs1)C1CCS(=O)(=O)C1 (stereo unspecified)	-1	7	-3	5	-4	-2	0.1	.
O=C(Nc1oc2ccccc2c(=O)c1-c1ccc2c(c1)OCO2)c1ccco1	-4	3	-2	4	3	0	-0.1	-0.1
C[C@@H]1CN([C@@H](C)CO)C(=O)c2cccc(NC(=O)c3ccc(-c4nccs4)cc3)c2O[C@@H]1CN(C)S(=O)(=O)c1ccc(F)cc1	-20	11	12	-8	7	-4	0.0	-0.5
COc1ccc(S(=O)(=O)N(C)C[C@@H]2OCCCC[C@H](C)Oc3ccc(NC(=O)Nc4cccc5ccccc45)cc3C(=O)N([C@@H](C)CO)C[C@H]2C)cc1	-12	-5	2	1	-33	-3	-1.2	19
C[C@@H]1CCCCO[C@@H](CN(C)Cc2ccncc2)[C@H](C)CN([C@@H](C)CO)C(=O)c2cc(NC(=O)Nc3cccc4ccccc34)ccc2O1	-9	10	-2	-5	16	-1	0.0	-0.2

In the list so far, these contain a cyano group.
SMILES	S100A4 inh HTS	RAD54 branch	esBAF inh	ERp5 block	RAD52 inh	ERAP1 inh	XiGFP reactiv	E-sel inducer
COCC#Cc1ccc([C@@H]2[C@@H](C#N)N(C(=O)Cc3ccccc3)[C@@H]2CO)cc1	-15	2	5	4	-14	-1	0.1	-0.2
N#CCCN(C(=O)COC(=O)c1ccc(S(=O)(=O)N2CCCCCC2)cc1)c1ccccc1	-3	2	-4	0	-10	0	0.1	-2.5

Screening data (PubChem BioAssay)
